Assay outcomes as filed in PubChem.
m5-HT2A agonist: agonists of mouse serotonin 5-HT2A receptor (HTR2A); 360,000 tested, 0.66% active; CHO-K1 mHTR2A beta-arrestin complementation, luminescence; percent of 30 µM serotonin response; activation, % at 7.6 µM; AID 624169; P35363;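 active = activation above a run cutoff, the mean activation of all tested compounds plus 3 SD, cut at about 14% in these data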;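 also: 0% = plate median of compound wells and 100% = 30 µM serotonin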
PDI turbidity: blocks human protein disulfide isomerase activity. 350,000 tested, 0.052% active. inhibition, % at 10 µM. PDI insulin aggregation turbidity, A650, 90 min. AID 588391. P07237;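 active = mean inhibition across replicates of 30% or more, whatever share of single replicates reach that level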;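 also: absorbance from insulin aggregation driven by PDI reduction with DTT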
Target sequence (P07237 whole entry, looked up): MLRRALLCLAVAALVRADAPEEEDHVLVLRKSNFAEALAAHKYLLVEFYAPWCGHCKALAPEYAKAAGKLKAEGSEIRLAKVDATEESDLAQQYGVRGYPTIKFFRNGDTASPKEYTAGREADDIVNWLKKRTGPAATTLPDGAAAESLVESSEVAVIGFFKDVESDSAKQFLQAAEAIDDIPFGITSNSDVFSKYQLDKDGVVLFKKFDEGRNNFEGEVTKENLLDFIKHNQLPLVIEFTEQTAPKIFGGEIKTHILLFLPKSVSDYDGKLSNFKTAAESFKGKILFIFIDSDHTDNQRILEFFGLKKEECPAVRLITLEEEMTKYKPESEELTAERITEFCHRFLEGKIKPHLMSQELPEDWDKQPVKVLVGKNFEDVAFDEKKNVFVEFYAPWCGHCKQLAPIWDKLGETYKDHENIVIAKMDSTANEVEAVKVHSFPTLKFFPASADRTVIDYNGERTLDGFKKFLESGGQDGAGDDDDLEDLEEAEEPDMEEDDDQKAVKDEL
Peg3 promoter: inhibitors of Peg3 promoter; 360,000 tested, 1.7% active; inhibition, % at 20 µM; AID 588405; HeLa PEG-Prom luciferase reporter, luminescence, overnight;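 active = inhibition of at least 50% at 20 µM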
MITF TRPM1 inh: MITF TRPM1 promoter inhibition in SK-MEL-5 cells | SK-MEL-5 TRPM1 promoter luciferase, 24 h | inhibition, % at 12.5 µM | 330,000 tested, 0.83% active;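 active = mean inhibition across replicates of 60% or more, whatever share of single replicates reaches that level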; also: values of inactives mirror those of a sister screen read the other way
HIF-2a inh: HIF-2a inhibition; AID 624352; 360,000 tested, 0.72% active; 786-0 RCC cells HIF-2a reporter, luciferase luminescence, overnight; inhibition, % at 18.8 µM;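 active = inhibition of the luminescence signal of 40% or more relative to plate controls, in a single-dose primary screen at 18.75 µM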
CaV13 ICDI inh: Disruptors of the CACNA1D IQ motif to Ca2+-dependent inactivation inhibitor domain association, primary screening, Förster resonance energy transfer in intact living …. HEK cells, CFP/YFP FRET ICDI-IQ, plate reader, 10 min; percent FRET-ratio fall versus neutral wells. inhibition, % at 12.3 µM. 340,000 tested, 0.098% active;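 active = mean replicate inhibition of at least 30% and at least 1% of replicates passing that level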;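 also: 0% = median of the neutral control wells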
hiPSC survival: increases survival of single human iPS cells; hiPSC single-cell survival, ATPlite luminescence; 100% = ROCK inhibitor wells, 0% = DMSO; survival enhancement, % at 20 µM; 360,000 tested, 0.044% active; in the data active = survival enhancement above about 18%;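 also: cells exposed to compounds for 16 hours before the ATP read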
NR2E3 ag-1: activates human photoreceptor nuclear receptor NR2E3; inhibition of corepressor binding, % at 4.78 µM; AID 2300; GST-NR2E3/biotin-RetCOR TR-FRET, 1536-well; 320,000 tested, 0.12% active;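 active = percent inhibition above the cutoff of mean plus 3 SD of all tested compounds, set per screening campaign, cut at about 20% in these data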;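 also: 0% = DMSO wells and 100% = biotin wells as full block of FRET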
Target sequence (Q9Y5X4 whole entry, looked up): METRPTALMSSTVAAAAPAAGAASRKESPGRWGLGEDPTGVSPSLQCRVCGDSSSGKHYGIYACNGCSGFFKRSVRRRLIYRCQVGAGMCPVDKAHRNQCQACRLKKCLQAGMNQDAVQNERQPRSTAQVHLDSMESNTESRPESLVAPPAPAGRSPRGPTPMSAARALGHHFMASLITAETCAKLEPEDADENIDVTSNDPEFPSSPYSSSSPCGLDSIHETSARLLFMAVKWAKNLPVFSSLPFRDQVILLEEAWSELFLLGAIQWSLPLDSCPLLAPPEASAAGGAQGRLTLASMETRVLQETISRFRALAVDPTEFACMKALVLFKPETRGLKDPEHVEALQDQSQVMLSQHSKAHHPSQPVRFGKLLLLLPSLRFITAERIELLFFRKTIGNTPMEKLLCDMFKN
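Material: NR2E3–RetCOR corepressor complex | Quantity: 1.35 nM GST-tagged NR2E3 final | Schedule: 5 h at 4 °C | Replication: Singlicate compound wells | Reagent: RetCOR corepressor, biotinylated, 7 nM | Controls: Biotin wells as high control, 0.6% DMSO wells as low control | Signal: TR-FRET, Eu(K)-anti-GST donor, streptavidin-D2 acceptor, ex 340, em 617/671 nm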
H9c2 protect: protects H9c2 cardiomyocytes from peroxide injury | H2O2 injury protection, ATPLite, 2 h | protection from H2O2 cell death, % at 20 µM | 360,000 tested, 0.63% active | AID 588492;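 active = compounds giving at least 50% protection of heart cells from peroxide-induced death in the single-dose screen, raw or plate-pattern-corrected value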;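 also: 0% = DMSO wells with peroxide and 100% = DMSO wells without peroxide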
NR2E3 ag-2: activates human NR2E3 receptor; Q9Y5X4; CHO-S Gal4-NCOR/VP16-NR2E3 two-hybrid, luciferase; inhibition of corepressor binding, % at 3.98 µM; 360,000 tested, 0.35% active; AID 602229;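 active = inhibition above the mean of all tested compounds plus 3 SD, cut at about 70% in these data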;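 also: 0% = DMSO with NR2E3 transfected cells and 100% = cells lacking NR2E3 construct; higher means lower luciferase signal from less NR2E3 corepressor binding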
Shn3 inh set2: inhibitors of Schnurri-3 3'UTR reporter in osteoblasts | Clone20 osteoblast Shn3 3'UTR firefly luciferase, 24 h | 360,000 tested, 0.52% active | inhibition, % at 12.5 µM;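 active = mean inhibition of at least 75% with every replicate also reaching 75%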;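 also: 0% = median of neutral control wells and 100% = pilot-screen positive control compound; some compounds past the cut are filed as inactive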
Active calls of the source: *; nt = no result given.

SMILES	m5-HT2A agonist	PDI turbidity	Peg3 promoter	MITF TRPM1 inh	HIF-2a inh	CaV13 ICDI inh	hiPSC survival	NR2E3 ag-1	H9c2 protect	NR2E3 ag-2	Shn3 inh set2
CC(=O)Nc1ccc(CNc2nc(NCC3CC3)nc3ccsc23)cc1	-1	-1	8	nt	8	-9	4.0	nt	-20	-6	-8
Cc1[nH]c2ccccc2c1N=Nc1cccc(C(=O)O)c1	4	-5	-244	-39	-238	-19	-1.2	-5	3	-88	-66
CCOc1ccc(-c2noc([C@@H]3O[C@H](CO)[C@@H](O)[C@H]3O)n2)cc1	1	1	-43	nt	-65	-6	0.2	nt	-8	-21	-42
CC(c1ccccc1)n1cc(C(=O)NCCN2CCOCC2)nn1 (stereo not drawn)	0	-1	14	7	9	0	1.5	-2	4	5	2
COc1ccc(-n2c(CNC(=O)COc3ccc(Cl)cc3)n[nH]c2=S)cc1	1	22	-1	-8	16	-4	0.0	-1	9	-16	5
COCCn1nnnc1C(c1ccc(Cl)cc1)N1CCN(C(=O)c2ccco2)CC1 (stereo not drawn)	2	-1	5	8	0	-3	-0.4	-3	-3	-14	-16
CCOc1ccc(OCC)c(NC(=O)C2C3C=CC(O3)C2C(=O)NCc2ccco2)c1 (stereo not drawn)	-3	-1	-17	-10	-38	-4	-0.1	0	3	-8	-42
Cc1ccc(F)c(NC(=O)c2cncn2-c2ccccc2)c1	0	1	12	1	-3	-2	1.1	0	-4	10	2
CCCN(CCC)c1nc(N(CCC)CCC)[nH]c(=O)n1	-3	0	14	8	24	-3	0.6	4	-9	-19	12
Nc1ccn(CC(=O)NCc2ccccn2)c(=O)n1	-1	-11	7	-1	14	5	1.4	1	10	-12	-10
COc1ccc(CNC(=O)C2CCC(=O)N(CC3CCCCC3)C2)cc1 (stereo not drawn)	7	2	-8	3	-24	-7	0.5	4	-5	-26	-12
CCN(CC)S(=O)(=O)c1cccc(-c2n[nH]c(=S)n2C)c1	2	-1	14	5	10	0	0.0	5	-8	23	8
COC(=O)CCCC1=CC2=C(c3ccccc3)C(=O)C(C)(OC(=O)C3CCCC3)C(=O)C2=CN1CCCCO (stereo not drawn)	0	-4	-1	-17	6	-10	-2.4	7	1	-7	7
Cc1c(NC(=O)CN2C(=O)NC3(CCCC3)C2=O)c(=O)n(-c2ccccc2)n1C	4	-4	16	2	7	2	-0.2	-4	8	25	-18
Cc1cc(C)c(S(=O)(=O)N2CCN(C(=O)C3CC3)CC2)c(C)c1	8	7	3	15	13	-7	0.1	nt	-3	7	-4
CCN(c1ccccc1)S(=O)(=O)c1cccc(C(=O)NCC(c2cccs2)N(C)C)c1 (stereo not drawn)	4	0	13	-2	11	-4	0.4	0	16	-22	11
CCC(C)NC(=O)C(NS(=O)(=O)c1ccc2c(c1)c(=O)n(C)c(=O)n2C)c1ccccc1 (stereo not drawn)	3	-5	-12	-11	11	-5	1.1	2	-6	-3	14
CCOC(=O)C1CCCCN1C(=O)c1oc2c(Cl)cc(C)cc2c1C (stereo not drawn)	-3	-6	-65	0	-40	-6	-0.4	-2	-10	13	9
Cc1ccc(SC(CC(=O)c2ccc(C)cc2)C(=O)O)cc1 (stereo not drawn)	-6	-3	7	-3	14	-5	2.3	2	0	25	-8
COC(=O)c1cc(S(=O)(=O)N2CCC(C)CC2)ccc1F	1	5	5	-3	10	-7	-1.9	3	0	10	9
COc1ccc(C)cc1S(=O)(=O)N(C)CC(=O)N1CCCC1	-4	14	15	10	18	-3	-0.6	-2	3	-2	18
CCN(CCCNC(=O)C1CCN(S(=O)(=O)c2cnc[nH]2)CC1)c1ccccc1	-2	-4	6	0	15	-2	-3.4	2	8	4	4
CCOc1ccc(N(C(=O)c2snc(C(N)=O)c2N)C(C(=O)NCC2CCCO2)c2ccco2)cc1 (stereo not drawn)	-3	1	10	9	12	-5	-0.6	2	14	-19	0
CCNS(=O)(=O)c1cc(-c2nnc(OC)c3ccccc23)ccc1C	-1	-1	8	12	8	-19	8.5	1	6	15	1
CCCC(C)NC(=O)Cn1c(=O)c2c(ncn2CCC(C)C)n(Cc2ccccc2)c1=O (stereo not drawn)	-1	15	27	-5	18	-4	-0.1	2	-4	-19	7
CCOC(=O)c1ccc(NC2c3ncccc3C(=O)N2Cc2ccc(F)cc2)cc1 (stereo not drawn)	-3	-4	6	-3	-16	-3	2.2	-1	2	-4	15
CCOC(=O)CCC(=O)Nc1ccc(S(=O)(=O)N2CCc3ccccc32)cc1	11	2	4	16	12	-15	0.1	2	9	-5	5
Cc1csc(C(=O)O)c1NC(=O)c1ccc(F)cc1	-5	16	6	0	11	-5	0.0	1	0	-18	3
COc1ccc(CCN(C)S(=O)(=O)c2cn(C)c(=O)n(C)c2=O)cc1OC	-7	-8	-9	-16	3	-7	0.1	1	8	6	-9
O=C(CSc1ccc2nnc(CCNC(=O)c3ccc(F)cc3)n2n1)NCC1CCCO1 (stereo not drawn)	0	1	-1	-9	11	-9	0.3	-1	7	-1	-20

Compounds from the list above that have a furan ring, fused or not, in the order listed:
SMILES	m5-HT2A agonist	PDI turbidity	Peg3 promoter	MITF TRPM1 inh	HIF-2a inh	CaV13 ICDI inh	hiPSC survival	NR2E3 ag-1	H9c2 protect	NR2E3 ag-2	Shn3 inh set2
COCCn1nnnc1C(c1ccc(Cl)cc1)N1CCN(C(=O)c2ccco2)CC1 (stereo not drawn)	2	-1	5	8	0	-3	-0.4	-3	-3	-14	-16
CCOc1ccc(OCC)c(NC(=O)C2C3C=CC(O3)C2C(=O)NCc2ccco2)c1 (stereo not drawn)	-3	-1	-17	-10	-38	-4	-0.1	0	3	-8	-42
CCOC(=O)C1CCCCN1C(=O)c1oc2c(Cl)cc(C)cc2c1C (stereo not drawn)	-3	-6	-65	0	-40	-6	-0.4	-2	-10	13	9
CCOc1ccc(N(C(=O)c2snc(C(N)=O)c2N)C(C(=O)NCC2CCCO2)c2ccco2)cc1 (stereo not drawn)	-3	1	10	9	12	-5	-0.6	2	14	-19	0

Next section
SMILES	m5-HT2A agonist	PDI turbidity	Peg3 promoter	MITF TRPM1 inh	HIF-2a inh	CaV13 ICDI inh	hiPSC survival	NR2E3 ag-1	H9c2 protect	NR2E3 ag-2	Shn3 inh set2
CS(=O)(=O)N1CCc2cc(S(=O)(=O)Nc3ccc4c(c3)OCCO4)ccc21	3	-1	25	24	8	-10	-0.8	0	-14	53	57
O=C(C(c1ccccc1)c1ccccc1)N1CC[C@@]2(O)CCCC[C@H]2C1	2	-2	2	-2	10	3	0.1	6	0	-13	-15
O=C(O)COc1ccc2c(c1)OCCO2	-1	17	6	-15	10	nt	2.6	0	1	9	1
Clc1ccc2nc(C(Cl)(Cl)Cl)[nH]c2c1	1	-2	13	nt	8	-6	-1.5	nt	6	-22	0
CNC(=O)c1sccc1-n1cccc1	7	-6	3	-3	15	-5	-3.7	-2	2	15	-7
O=C(CN(CCc1ccccc1)C(=O)CNS(=O)(=O)c1ccc(F)cc1)NCC1CCCO1 (stereo not drawn)	-1	-6	-1	-21	-1	nt	8.5	-1	12	-33	-1
O=C(Nc1ccc(F)cc1)N1CCCCCC1	0	0	-43	-31	-55	nt	-0.2	0	1	-18	-26
Oc1c(N=NC(=S)Nc2ccccc2F)c2ccccc2n1Cc1ccccc1F	1	5	9	18	7	-7	-1.8	1	0	-2	31
COc1cccc(-c2nn(C)c3sc(C(=O)NCc4ccc5c(c4)OCO5)cc23)c1	-3	8	18	4	5	-5	-1.1	4	13	-16	0
Cn1c(SCC(=O)NC2CCCCC2)nnc1-c1cc2cc(Cl)ccc2o1	-1	-2	-162	-44	-67	nt	-1.9	0	-6	-2	-2
COc1cccc(/C=N/NC(=O)c2cnccn2)c1	8	-5	-22	6	-65	-4	-0.8	1	-5	23	-48
CCCCN(CCCC)C(=O)/C=C/c1cccc([N+](=O)[O-])c1	5	-3	13	0	6	-2	0.2	-1	-11	-27	15
Oc1ccc(Cc2ccc(Cl)cc2)c(O)c1	-6	5	10	6	16	-19	-0.4	0	-4	-28	21
CN1CCN(/N=C/c2ccc(C#N)cc2)CC1	-2	14	-73	-58	-93	9	-0.9	-1	0	7	-19
Nc1nnnn1CC(=O)N/N=C/c1cccs1	2	-2	-5	0	-3	-1	1.5	0	4	10	-13
CC(=O)C(C)n1c(CN2CCN(C(=O)c3ccco3)CC2)nc2c1c(=O)n(C)c(=O)n2C (stereo not drawn)	-4	12	-3	-1	6	-15	0.6	1	8	8	-2
COc1ccc(-n2c(=O)[nH]c3c(C(N)=O)nc(C4CCCCC4)nc32)cc1	1	-7	20	2	20	8	2.7	6	-2	-14	-1
Cn1ncc2c(Nc3ccc(O)cc3)nc(Cl)nc21	18*	-4	-2	4	11	-11	-0.4	1	10	-59	-33
O=C(COc1ccc(C(=S)N2CCCC2)cc1)Nc1ccccc1C(F)(F)F	-1	0	12	-6	2	-6	0.2	1	-8	4	24
O=C(COC(=O)C1CC2C=CC1C2)Nc1cccc(S(=O)(=O)N2CCOCC2)c1 (stereo not drawn)	2	4	4	-1	14	-7	-0.8	-6	-9	-5	1
O=[N+]([O-])c1cc([N+](=O)[O-])c(Oc2c(F)cc(F)cc2F)cc1NN1CCCCC1	0	8	16	-6	17	-10	4.7	6	-5	22	-9
Cc1ccc(C(=O)NCCNC(=O)CN2CCOCC2)cc1	15*	3	1	1	3	nt	3.1	1	0	-1	-5
Cc1ccc(-n2nc3ccc(NC(=O)/C=C/c4ccco4)cc3n2)cc1C	1	1	-173	-49	-274	-2	-3.8	5	-5	-88	-25
CCOc1ncccc1C(=O)OCC(=O)Nc1ccc(-c2nc3ccc(C)cc3s2)cc1	1	8	-161	11	-135	-3	-3.8	-10	-8	-128	-13
O=C(CSc1nc(C2CC2)nc2ccccc12)Nc1ccccc1Cl	-1	-7	9	29	2	-3	0.1	-2	0	-17	0
O=C(NCc1cccc(Cl)c1)c1ccco1	-1	4	-4	2	10	-7	3.6	4	2	3	7
CCOc1ccc(S(=O)(=O)N2CCC(C(=O)NCC3CCCO3)CC2)cc1Cl (stereo not drawn)	2	14	-4	1	18	-4	-0.5	7	-4	17	-6
CN(CCCNC(=O)c1ccc(/C=N/O)nc1)CCCN(C)Cc1ccccc1	-1	-5	5	6	20	-5	-0.7	3	10	10	0
COC(=O)CN1C(=O)CSc2ccc(S(=O)(=O)N3CCC(C)CC3)cc21	-1	nt	-10	nt	11	-5	-1.1	nt	4	-46	8
CC(C)COC(=O)C(N)C(C(=O)OCC(C)C)c1ccccc1 (stereo not drawn)	-6	-4	10	-3	13	nt	-0.4	1	-3	-2	-4
Cc1c(Cl)cccc1NC(=S)N=Nc1c(O)n(CN2CCOCC2)c2ccccc12	nt	-9	20	24	25	nt	1.9	5	17	nt	42
CCc1cccc(C)c1NC(=O)Nc1ccc2c(c1)OCO2	8	1	11	-6	-15	-14	3.2	-5	0	-46	-1
Cc1ccc(C)c(NC(=O)CCC(=O)NN=C2CCCC2)c1	7	-6	8	-11	6	-3	-0.2	nt	11	0	14
